S3 lipid droplet – qHTS Assay for Lipid Storage Modulators in Drosophila S3 Cells; lipid storage change, negative = inhibition, % at the top dose, mostly 46.1 µM; hits show Potency in µM; Drosophila S3 cells, BODIPY lipid droplet fluorescence, 18-24 h; cells fed with added oleic acid; actives 0.64% (n = 320,000); active = well fitted inhibition curve with a large enough effect in the signal ratio, with a control signal flat, not every such curve was filed as active; inconclusive = small, poorly fitted or top-dose-only effect, or effect the other way, or a change in a side signal; the % refers to the signal ratio
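Drosophila S3 cells got compounds at several concentrations plus oleic acid (400 uM solution). Laser-scanning cytometry with 488 nm excitation read lipid droplets at 500-530 nm and cells at 575-640 nm. Percent activity was relative to 20 uM Triacsin C.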
S3 lipid droplet cell count max – also measured in S3 lipid droplet; calls as there; cell number change, %; measured here: cell count max response;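 cells counted by Cell Tracker Red CMTPX staining in the red channel; peak over a dose series mostly up to 46.1 µM; percent activity relative to internal control wells on each plate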
An asterisk follows results filed as active; i = inactive; ? = inconclusive; nt = not tested or not shown. % is scaled to controls: 0 for no effect and ±100 for the full control effect; potency is read from the fitted curve at half-maximal effect. Only part of the results is shown; the hit share may differ from the screen's.

S3 lipid droplet	S3 lipid droplet cell count max	Compound
?	nt	CCOC(=O)c1ccc(-n2c(-c3ccco3)nc3ccccc3c2=O)cc1
?	nt	CSCCC(NC(=O)COc1ccccc1)C(=O)NCc1cccs1 (configuration not stated)
2.4%	20.5	OC1(C#CCN2CCOCC2)CCCCC1
?	nt	Cc1ccc2cc(C3CC(c4ccco4)=NN3C(=O)CCC(=O)O)c(Cl)nc2c1 (configuration not stated)
-5.4%	-1.3	COC(=O)C(CSCc1ccccc1)NC(=O)CSc1nc(N)cc(=O)[nH]1 (configuration not stated)
?	nt	CN1C(C)(C)c2ccccc2OS1(=O)=O
?	nt	Cc1ccccc1NC(=O)CCN1CCN(C)CC1
?	nt	O=C(CN1CCOCC1)NCc1ccc(F)cc1
?	nt	COc1cccc(C(=O)N2CCN(C(=O)C3CC3)CC2)c1
?	nt	CC(C)Cn1c(N)c(C(=O)COC(=O)c2ccc3ccccc3n2)c(=O)n(C)c1=O
0.8%	2.4	CCOC(=O)c1nnn(-c2nonc2N)c1-c1cccs1
?	nt	CC(C)Cc1nnc(NC(=O)CCN2C(=O)c3ccccc3C2=O)s1
22.2%	8.8	Cc1ccc(C)c(NC(=O)c2cnccn2)c1
?	nt	O=C1N/C(=N\c2ccccn2)SC1Cc1ccc(Cl)cc1 (configuration not stated)
-23.8%	-7.4	O=C1CC(c2ccccc2)C(=O)N1c1cccc(O)c1 (configuration not stated)
?	nt	CC(C)(C)NC(=O)NC(=O)COC(=O)CCCc1c[nH]c2ccccc12
?	nt	O=C(COC(=O)c1ccc(Cl)nc1)Nc1ncc(Cl)cc1Cl
?	nt	c1ccc(CCc2ccccc2-c2nc(-c3ccccn3)no2)cc1
?	nt	CCC(C)(C)NC(=O)C(c1cccnc1)N(C(=O)c1csnn1)c1ccc(C)cc1 (configuration not stated)
i	-22.7	CC(C(=O)c1ccccc1)[n+]1cccc(Br)c1 (configuration not stated)
20.4%	nt	CC1CCN(C(=O)COC(=O)c2ccc3c(c2)OCO3)CC1
?	nt	Cc1cccc(OCC(=O)Nc2ccc3c(c2)OCCO3)c1
2.3%	10.0	CCOc1ccccc1N(C)S(=O)(=O)c1ccc2c(c1)CCN2C(=O)CCC(=O)O
?	nt	CN(c1ccccc1)c1ccc(/C=N/N2CCOCC2)cc1
?	nt	COc1cc(/C=N/NC(=O)C(=O)NCC2CCCO2)ccc1O (configuration not stated)
-16.3%	-7.1	CCOc1ccc(CN(CC)C(=O)Cc2c[nH]c3ccccc23)cc1OC
i	-5.8	CCOc1ccccc1CN1CCCC(CNC(=O)Cc2ccc(OC)cc2)C1 (configuration not stated)
?	nt	COC(=O)c1ccc2c(=O)n(CCCCCC(=O)NCc3ccc4c(c3)OCO4)c(=O)[nH]c2c1
?	nt	Cc1c(NS(=O)(=O)c2cc(C(=O)NCCc3ccc(F)cc3)cc(Cl)c2Cl)c(=O)n(-c2ccccc2)n1C
?	nt	COc1ccc(NC(=O)/C(Cl)=C(/Cl)S(=O)(=O)Cc2ccccc2)cn1

Entries listed so far containing a COOH group:
S3 lipid droplet	S3 lipid droplet cell count max	Compound
?	nt	Cc1ccc2cc(C3CC(c4ccco4)=NN3C(=O)CCC(=O)O)c(Cl)nc2c1 (configuration not stated)
2.3%	10.0	CCOc1ccccc1N(C)S(=O)(=O)c1ccc2c(c1)CCN2C(=O)CCC(=O)O

Continued.
S3 lipid droplet	S3 lipid droplet cell count max	Compound
i	nt	Cc1ccnc2nc(C(=O)Nc3nnc(CC(C)C)s3)nn12
-11.7%	6.2	Cc1cccc(C(=O)N/C(=C\c2ccc(C)o2)C(=O)O)c1
?	nt	CCN(Cc1ccccc1)C(=O)c1oc2ccc(S(=O)(=O)N3CCOCC3)cc2c1C
?	nt	O=C1CN(C(=O)c2ccccc2Br)C(c2ccc(F)cc2)c2cc(F)ccc2N1 (configuration not stated)
?	nt	O=c1c2ccccc2nnn1CSc1ccccc1F
?	nt	Cc1ccc(CC2(O)CC(C)N(C)CC2C)c(C)c1 (configuration not stated)
i	2.4	COC(=O)c1c(NC(=O)CSc2n[nH]c(N)n2)sc(C)c1C
?	nt	O=C(/C(=C/O)N=Nc1ccccc1)c1cccs1
?	nt	CC(=O)Nc1ccc(C(=O)NCC(=O)OCc2c(F)cccc2Cl)cc1
-17.7%	0.2	O=[N+]([O-])c1ccc2c(c1)C(O)n1nc(-c3ccccc3)nc1S2 (configuration not stated)
i	7.8	CCOc1ccc(OCC)c(S(=O)(=O)n2ccnc2C)c1
-0.7%	16.8	CCN1CCN(C(c2cccs2)C(C)NC(=S)NC2CCCCC2)CC1 (configuration not stated)
?	nt	CCOP(=O)(c1ccc(N(C)C)cc1)C(O)c1c(Cl)cccc1Cl (configuration not stated)
?	nt	CC(C)C(NS(=O)(=O)c1cccs1)C(=O)NCc1ccc2c(c1)OCO2 (configuration not stated)
13.8%	0.8	CCN1C(=O)C(CC(=O)Nc2c(C)cccc2C)SC1=Nc1ccc(S(N)(=O)=O)cc1 (configuration not stated)
?	nt	O=C(COC(=O)c1ccccc1O)NC(=O)NCc1ccccc1
?	nt	COC(=O)[C@]1(CC(C)C)N[C@H](c2ccc(-c3ccc(OC)cc3)cc2)[C@@H]2C(=O)N(C)C(=O)[C@@H]21
15.3%	22.0	CCOCCCNC(=O)c1cc2c(=O)n3cccc(C)c3nc2s1
?	nt	Cc1onc(-c2c(F)cccc2Cl)c1C(=O)Nc1cccc2nsnc12
-0.1%	-1.0	CN(C)S(=O)(=O)c1ccc(NC(=O)Cn2c(-c3ccccc3)noc2=O)cc1
?	nt	CC(=O)C(C)n1c(CN(C)Cc2ccccc2)nc2c1c(=O)n(C)c(=O)n2C (configuration not stated)
21.9%	1.4	Cc1ccccc1NC(=O)Cc1nc(COC(=O)C(C)C)cs1
i	nt	CC(C)(C)c1ccc(S(=O)(=O)N2CCCC2C(=O)N2CCOCC2)cc1 (configuration not stated)
-0.3%	8.5	COCCNS(=O)(=O)c1ccc(-c2ccc(Cl)cc2)cc1
?	nt	CN1C(=O)/C(=C/c2ccco2)SC1=Nc1ccc(N2CCOCC2)cc1
?	nt	CC(=O)c1sc(NC(=O)CCS(=O)(=O)c2ccc(C)cc2)nc1C
?	nt	O=C(CNC(=O)c1ccccc1)OC1CCCCC1
?	nt	Cc1nc(NC(=O)CCl)sc1C(=O)N(C)C
?	nt	Cc1ccc(S(=O)(=O)N(C)c2nonc2C)cc1
?	nt	Cc1ccc(S(=O)(=O)N2C(=O)CCC2C(=O)N2CCN(C)CC2)cc1 (configuration not stated)

Single records (already shown):
Cc1nc(NC(=O)CCl)sc1C(=O)N(C)C is listed as S3 lipid droplet: ?; S3 lipid droplet cell count max: nt
CCOc1ccccc1N(C)S(=O)(=O)c1ccc2c(c1)CCN2C(=O)CCC(=O)O is listed as S3 lipid droplet: 2.3%; S3 lipid droplet cell count max: 10.0
O=C(/C(=C/O)N=Nc1ccccc1)c1cccs1 is listed as S3 lipid droplet: ?; S3 lipid droplet cell count max: nt

Some of these compounds in order of molar mass, high to low.
S3 lipid droplet	S3 lipid droplet cell count max	Compound
?	nt	COC(=O)[C@]1(CC(C)C)N[C@H](c2ccc(-c3ccc(OC)cc3)cc2)[C@@H]2C(=O)N(C)C(=O)[C@@H]21
?	nt	O=C(COC(=O)c1ccc(Cl)nc1)Nc1ncc(Cl)cc1Cl
?	nt	Cc1cccc(OCC(=O)Nc2ccc3c(c2)OCCO3)c1

Following part
S3 lipid droplet	S3 lipid droplet cell count max	Compound
i	-5.8	O=C(CS(=O)c1ccc(F)cc1)Nc1ccccc1Cl (configuration not stated)
8.3%	nt	COc1cc(C(O)P(=O)(OCC(C)C)c2ccc(N(C)C)cc2)cc(OC)c1OC (configuration not stated)
12.0%	18.0	CC(C)COc1ccc(C(=O)N/C(=C/c2cccc([N+](=O)[O-])c2)C(=O)O)cc1
?	nt	O=C(NNC(=O)c1cc2ccccc2o1)c1ccc(F)cc1
-22.9%	-9.8	CC(=O)N1CCC(N(CCN2CCOCC2)C(=S)Nc2c(C)cccc2C)CC1
?	nt	Cc1cc(C)nc(N/N=C/c2c[nH]c3ccccc23)n1
?	nt	COC(=O)CS(=O)(=O)c1ccc(C)cc1
i	6.3	COc1cc(S(=O)(=O)N2CCOCC2)ccc1NC(=O)COC(=O)CC12CC3CC(CC(C3)C1)C2
-0.7%	-1.1	O=C(COc1cccc2c1CCN(Cc1ccccc1F)C2=O)N1CCCCC1
?	nt	COc1ccc(C)cc1N(CC(=O)NCCSCc1cccc(Cl)c1)S(C)(=O)=O
-11.9%	2.9	COc1ccc(/C(C)=N/Nc2nc3ccccc3nc2C)cc1OC
?	nt	CC1CCN(CC(O)COC2CC(C)CCC2C(C)C)CC1 (configuration not stated)
?	nt	O=C1OC(/C(=C\NCc2ccccc2)[N+](=O)[O-])c2ccccc21 (configuration not stated)
9.8%	-1.0	Cc1onc(-c2c(Cl)cccc2Cl)c1NC(=O)N1CCSCC1
?	nt	C=CCn1c(O)c(N=Nc2ccccc2O)c2ccccc21
23.4%	nt	CN(C)c1ncccc1-c1nc2ccccc2s1
i	21.1	COC(=O)c1cc(OC)c(OC)cc1NC(=O)C1CCCO1 (configuration not stated)
?	nt	O=C(Nc1cccc(F)c1)C1CCN(C(=O)c2ccc(Br)cc2)CC1
4.0%	-5.3	CN1CCN(C(=O)CN2C(=O)NC(C)(c3ccc4ccccc4c3)C2=O)CC1 (configuration not stated)
-0.1%	10.9	COc1ccc2nc(NCCCO)[nH]c2c1
-1.7%	2.6	COc1ccc2c(c1OC)CN(C)CCc1cc3c(cc1C(O)C2)OCO3 (configuration not stated)
-5.0%	2.3	Cc1c(OC(C)C(=O)NCCCN2CCOCC2)ccc2c3c(c(=O)oc12)CCC3 (configuration not stated)
11.9%	nt	O=C(NCC(O)c1ccc([N+](=O)[O-])cc1)C1CCCCC1 (configuration not stated)
8.4%	6.0	Cc1ccccc1CSc1nnc([C@@H]2CCCN2)o1
-24.3%	nt	COc1ccccc1C1C2=C(COC2=O)Nc2cc3c(cc21)OCO3 (configuration not stated)
1.4%	16.4	CCOc1ccc(N(CC(=O)Nc2ccc(OC)cc2)S(=O)(=O)c2c(C)[nH]c(=O)[nH]c2=O)cc1
?	nt	CC1CCN(C(=O)C2CCN(S(=O)(=O)c3cc(Cl)ccc3Cl)CC2)CC1
11.4%	1.1	COc1nc(N(C)C)nc(N2CC(=O)N(CCNS(=O)(=O)c3ccc(C)cc3)C2=N)n1
?	nt	Nc1ccc2nc(SCC(=O)c3ccccc3)sc2c1
?	nt	c1ccc(C(c2nnnn2Cc2cccs2)N2CCN(C3CCCC3)CC2)cc1 (configuration not stated)
-3.8%	10.3	CCN1C(=O)/C(=C2/Sc3ccc(OC)cc3N2C)SC1=Nc1cccc(O)c1
i	nt	O=C(COC(=O)c1cccnc1Nc1ccccc1F)NCCN1C(=O)CSC1=O
i	-2.2	CCN(CCCNC(=O)CNC(=O)Cn1cnc2ccccc2c1=O)c1ccccc1
-17.9%	-7.7	c1ccc2c(c1)OCC(c1nn3cnnc3s1)O2 (configuration not stated)
-15.9%	-15.4	COc1ccc2sc(N(CCN(C)C)C(=O)/C=C/c3cccs3)nc2c1
-16.8%	-5.2	COc1ccc(OCC(=O)Nc2nc3ccc(NC(C)=O)cc3s2)cc1
?	nt	COc1ccc(NC(=O)/C(C#N)=C/c2ccc(OCCN3CCOCC3)c(OC)c2)c(OC)c1
4.9%	nt	COC(=O)CC(NC(=O)C1CC1)c1ccc2c(c1)OCO2 (configuration not stated)
?	nt	O=C(Cc1cccs1)NCCCc1ccccc1
1.0%	-2.1	CCOC(=O)c1ccc(N2C(=O)CC(N3CCC(C(N)=O)(N4CCCCC4)CC3)C2=O)cc1 (configuration not stated)
1.4%	8.0	CCc1ccc(NCCC(=O)c2ccc(Cl)cc2)cc1
i	nt	CCOC(=O)c1sc(=S)n(-c2cc(OC)ccc2OC)c1N
?	nt	COc1ccc(-c2cc(=O)oc3cc(OCC(=O)NCCCn4ccnc4)ccc23)cc1
-1.1%	-13.0	Cc1cc(C=O)c2c(c1)C=CC1(Oc3ccccc3C(=O)N1C)O2 (configuration not stated)
?	nt	Cc1cc(C)cc(Nc2ncc3c(n2)CC(c2ccco2)CC3=O)c1 (configuration not stated)
12.8%	-10.6	Cc1ccccc1C(=O)NC(CC(C)C)C(=O)Nc1ccc(F)c([N+](=O)[O-])c1 (configuration not stated)
?	nt	COc1ccc(N2CCN(C(=O)CSc3ncn[nH]3)CC2)cc1
?	nt	COCc1nnc(NC(=O)CS(=O)(=O)c2ccc(C)cc2)s1
24.2%	nt	Nn1c(SCC(=O)Nc2ccccc2F)nnc1-c1cccs1
?	nt	O=C(CCN1C(=O)c2ccccc2S1(=O)=O)N1CCN(c2cccc(Cl)c2)CC1
i	-5.8	CC1=C(C(=O)OCc2ccccc2)C(c2ccccc2)NC(=O)N1 (configuration not stated)
?	nt	Nc1c(N(Cc2ccco2)C(=O)c2ccccc2F)c(=O)[nH]c(=O)n1Cc1ccccc1
?	nt	O=C(CCNS(=O)(=O)c1cccs1)NCc1ccco1
?	nt	CCc1nn2c(NCCOC)cc(C)nc2c1-c1ccc(F)cc1
?	nt	COc1ccccc1OCCNC(=O)CNC(=O)c1ccc(Cl)c(Cl)c1
i	nt	COc1ccccc1NC(=O)C(O)C(O)C(=O)Nc1ccccc1OC (configuration not stated)
15.4%	-14.2	COc1cccc(CN2CCN(Cc3ccc4cccc(F)c4n3)CC2CCO)c1 (configuration not stated)
?	nt	Cc1nnc2c(NCCC(C)C)nc3ccccc3n12
-18.7%	nt	COc1ccc2[nH]c(-c3cccc(F)c3)cc(=O)c2c1

High-throughput results (PubChem BioAssay)
